MEKK2mut PB1 HTS = signal of MEK5 binding to mutant human MEKK2 PB1 domain. AID 1530. percent response, % at 10 µM. bead flow cytometry, Alexa488-MEK5 binding to MEKK2 mutant. hit rate 0.35% among 290,000; in the data active = percent response above about 24%, passing the limit was not always enough; also: inactives centre near 1; some results filed as inactive read as strong as hits; reference of the scale not given here
MEKK3 PB1 HTS = raises or lowers MEK5 binding to the human MEKK3 PB1 domain. Q99759. bead-based flow cytometry, Alexa488-MEK5 binding to MEKK3; actives lie on both sides; 0 = blocked by unlabeled MEK5, 100 = vehicle. binding response (% of control), % at 10 µM. hit rate 1.4% among 290,000. AID 1529;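 active = binding response more than 3 SD above or below the average of its plate-row segment, actives on both sides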;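 also: Alexa488 bead fluorescence after subtracting the streptavidin-only scavenger bead signal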
PHOSPHO1 inh = inhibitors of human PHOSPHO1 phosphatase; recombinant PHOSPHO1, absorbance phosphatase assay; hit rate 1.1% among 290,000; inhibition, % at 13.3 µM; AID 1565; Q8TCT1; in the data active = inhibition above about 60%
Target sequence (Q8TCT1 whole entry, looked up): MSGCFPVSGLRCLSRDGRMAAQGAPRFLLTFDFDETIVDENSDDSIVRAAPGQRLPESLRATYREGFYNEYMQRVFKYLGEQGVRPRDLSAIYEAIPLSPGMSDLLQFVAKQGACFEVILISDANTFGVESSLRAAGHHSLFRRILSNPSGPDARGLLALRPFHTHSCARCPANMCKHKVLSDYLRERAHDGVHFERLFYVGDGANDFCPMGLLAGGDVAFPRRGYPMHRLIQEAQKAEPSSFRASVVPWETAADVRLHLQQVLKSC
OXTR agonist = agonists of human oxytocin receptor; activation, % at 3 µM; P30559; hit rate 0.32% among 320,000; CHO-OTR cells, Fluo-8 calcium fluorescence; normalized: DMSO 0%, oxytocin 100%;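 active = activation above the mean of all tested compounds plus 3 SD, cutoff set per screening run, cut at about 20% in these data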;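 also: peak over basal fluorescence ratio from a 100 s FLIPR kinetic read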
Target sequence (P30559 whole entry, looked up): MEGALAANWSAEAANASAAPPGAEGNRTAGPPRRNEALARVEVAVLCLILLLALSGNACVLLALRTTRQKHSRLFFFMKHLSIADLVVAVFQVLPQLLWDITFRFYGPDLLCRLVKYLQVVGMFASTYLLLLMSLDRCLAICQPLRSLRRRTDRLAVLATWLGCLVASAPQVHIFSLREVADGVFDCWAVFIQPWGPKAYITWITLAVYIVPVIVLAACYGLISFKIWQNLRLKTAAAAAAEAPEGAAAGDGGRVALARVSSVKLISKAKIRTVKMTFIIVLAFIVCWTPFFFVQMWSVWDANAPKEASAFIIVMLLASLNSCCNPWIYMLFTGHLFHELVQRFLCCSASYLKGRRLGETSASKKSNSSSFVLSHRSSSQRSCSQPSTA
GPR7 antagonist = human neuropeptides B/W receptor 1 antagonism. P48145. AID 1861. inhibition, % at 4.4 µM. GPR7-expressing cells, fluorescence antagonist assay. hit rate 1.1% among 290,000; in the data active = inhibition above about 16%, passing the limit was not always enough;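 also: cells stimulated with the agonist NPW; 0% = agonist with vehicle and 100% = vehicle without agonist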
Target sequence (P48145 whole entry, looked up): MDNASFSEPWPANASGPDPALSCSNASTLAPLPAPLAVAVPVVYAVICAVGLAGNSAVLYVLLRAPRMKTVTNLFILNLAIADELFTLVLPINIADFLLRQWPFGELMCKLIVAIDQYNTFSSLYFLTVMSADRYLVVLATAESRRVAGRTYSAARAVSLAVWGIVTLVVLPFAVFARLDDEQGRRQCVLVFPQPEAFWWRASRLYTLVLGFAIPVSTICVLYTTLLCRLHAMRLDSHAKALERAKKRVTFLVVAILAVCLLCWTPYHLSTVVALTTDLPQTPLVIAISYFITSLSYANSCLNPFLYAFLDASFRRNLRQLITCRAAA
NALP1 inh = blocks the NALP1 inflammasome reconstituted in yeast. hit rate 0.61% among 280,000. S. cerevisiae NALP1/ASC/caspase-1 growth, X-gal OD620, 72 h. AID 2071. inhibition, % at 10 µM; in the data active = inhibition mostly above about 24%, no sharp cut-off; inactive = mostly below about 32%; also: some compounds called inactive have numbers as strong as hits
MEKK2wt PB1 HTS = raises or lowers MEK5 binding to wildtype human MEKK2 PB1 domain; bead flow cytometry, Alexa488-MEK5 binding to MEKK2 WT; actives lie on both sides; binding response (% of control), % at 10 µM; hit rate 1.1% among 290,000; AID 1531; in the data active = binding response below about 67% or above about 130%
FID counter = fluorescent intercalator displacement, NS3 helicase counter-screen; DNA fluorescent intercalator displacement, fluorescence; inhibition, % at 7.9 µM; hit rate 0.17% among 290,000; AID 1845; in the data active = inhibition above about 37%;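 also: 0% = vehicle and 100% = reference compound; higher means more ethidium bromide displaced from hairpin DNA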
PfM18AAP inh = blocks P. falciparum M18 aspartyl aminopeptidase | inhibition, % at 7.35 µM | hit rate 1.2% among 290,000 | recombinant PfM18AAP, H-Glu-NHMec fluorogenic cleavage;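 active = inhibition above the campaign mean inhibition over all tested compounds plus 3 SD, cut at about 28% in these data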;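 also: 0% = plate median of test compound wells and 100% = 2 mM ZnCl2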
Active calls of the source: *; x = not tested or not shown.

[1] Nc1nnc(C(c2ccccc2)c2ccccc2)s1
[2] Cc1ccc(COc2ccc(CNCCCN3CCCCCC3=O)cc2)cc1
[3] O=c1[nH]c(CSc2ncnc3sc(-c4ccccc4)cc23)nc2ccccc12
[4] COc1ccccc1NC(=O)/C(=C/c1cccc([N+](=O)[O-])c1)c1ccccc1
[5] CCOc1ccc(-c2c(C(=O)N/N=C/c3ccc(OC(C)C)cc3)nnn2-c2nonc2N)cc1
[6] CCc1nnc2c(NCCc3ccccc3)nc3ccccc3n12
[7] CCC(C(=O)O)n1nnc(-c2ccc(-c3ccc(OC)cc3)cc2)n1 (stereo not given)
[8] CN(Cc1ccccc1)S(=O)(=O)c1ccc(NC(=S)NC(=O)C2CCCC2)cc1
Compound	1	2	3	4	5	6	7	8
MEKK2mut PB1 HTS	2	6	-7	1	11	8	2	2
MEKK3 PB1 HTS	106	101	98	102	102	102	97	105
PHOSPHO1 inh	47	45	33	-7	-8	11	6	-21
OXTR agonist	-1.9	3.1	-0.3	-0.6	21*	0.1	-1.1	-0.4
GPR7 antagonist	-3	11	-9	-9	-12	-5	1	14
NALP1 inh	7	6	13	14	15	26	-3	-1
MEKK2wt PB1 HTS	104	119	93	107	116	108	95	100
FID counter	-14	18	1	0	-9	-14	-23	1
PfM18AAP inh	3	0	2	-6	-6	-9	-8	3

[9] CCN(CC)S(=O)(=O)c1ccc(NC(=O)CN(c2ccc(OC)cc2OC)S(C)(=O)=O)cc1
[10] Cc1ccc2[nH]c(=O)c(COC(=O)C3CCCO3)cc2c1 (stereo not given)
[11] O=C(CCN1CCOCC1)NC12CC3CC(CC(C3)C1)C2
[12] COc1cccc(NC(=O)CSc2nc3c(c(=O)n2C)SC(C)C3)c1 (stereo not given)
[13] CC1CCCCN1C(=O)CSc1nnc(Cc2ccccc2)n1C (stereo not given)
[14] CCn1cc(C(=O)N2CCCC2)c(=O)c2cc(S(=O)(=O)N(C)C)ccc21
[15] O=c1c(-c2ccc(O)cc2)coc2cc(O)cc(O)c12
[16] CC[n+]1c(/C=C2/C=C(C)CC(C)(C)C2)sc2ccc(OC)cc21
Compound	9	10	11	12	13	14	15	16
MEKK2mut PB1 HTS	5	7	3	10	1	-1	5	9
MEKK3 PB1 HTS	108	101	99	114	94	97	96	86
PHOSPHO1 inh	-14	10	27	5	-1	-7	-1	56
OXTR agonist	1.0	0.4	1.1	-0.8	-0.8	0.5	4.0	-0.2
GPR7 antagonist	-4	0	7	-5	-14	-12	x	-6
NALP1 inh	5	-5	14	-2	0	-4	-6	4
MEKK2wt PB1 HTS	110	102	101	113	104	95	104	89
FID counter	-32	-16	-2	-11	-11	-4	x	-22
PfM18AAP inh	6	-4	2	4	-6	0	x	-5

[17] COC(=O)CCc1c(C)c(C(=O)c2ccco2)c2ccccn12
[18] Cn1c(SCc2nnc(-c3ccccc3)o2)nc2ccccc21
[19] Cc1cc(SC#N)cc(C)c1NC(=O)CCl
[20] COc1ccc(S(=O)(=O)N2CCC(N3CCN(Cc4ccccc4)CC3)CC2)cc1
[21] CCOC(=O)C(CC)Sc1ccc2nnc(-c3cccnc3)n2n1 (stereo not given)
[22] COc1ccc(C2CC(c3ccccc3)=NN2C(=O)COC(=O)c2cnc(Cl)c(Cl)c2)cc1 (stereo not given)
[23] CC(C)CC(C(=O)NCc1ccccn1)N1C(=O)c2ccccc2C1=O (stereo not given)
[24] CC(=O)N1CCc2c(sc(NC(=O)c3ccc(S(=O)(=O)N(C)C)cc3)c2C#N)C1
Compound	17	18	19	20	21	22	23	24
MEKK2mut PB1 HTS	2	-10	5	2	-11	-1	5	6
MEKK3 PB1 HTS	101	99	94	101	103	98	101	104
PHOSPHO1 inh	2	-7	-15	4	35	-30	-17	x
OXTR agonist	0.1	-1.4	0.4	-1.9	-0.8	-0.4	0.0	0.3
GPR7 antagonist	3	0	7	-7	-7	9	-8	-12
NALP1 inh	1	2	53	7	8	4	27	x
MEKK2wt PB1 HTS	105	88	98	102	94	96	103	109
FID counter	-3	-19	0	5	-20	-3	-18	-29
PfM18AAP inh	-4	-4	-16	3	-8	7	0	5

[25] O=C(C1=C(O)C(=O)N(c2ncccn2)C1c1cccs1)c1ccco1 (stereo not given)
[26] CCO[C@@H]1OC(C(=O)Nc2ccccc2)=C[C@H](c2coc3ccccc3c2=O)[C@H]1CCCO
[27] NS(=O)(=O)c1ccc(NC(=S)N2CCN(S(=O)(=O)c3ccc(F)cc3)CC2)cc1
[28] O=C(CC(Nc1ccccc1Cl)C(=O)OCC(=O)c1cccs1)c1ccccc1 (stereo not given)
[29] Clc1cccc(CN2CCc3c([nH]c4ccccc34)C2)c1
[30] Cc1ccc(/C=N/NC(=O)C[n+]2ccccc2)s1
[31] C/C(=N/N1CCN(Cc2cccc3ccccc23)CC1)c1cccnc1
[32] CC[C@H](C)[C@@H](CN[C@H](CCCCNC)CNC)NCC1CCCC1
Compound	25	26	27	28	29	30	31	32
MEKK2mut PB1 HTS	5	-5	0	-9	0	3	-6	8
MEKK3 PB1 HTS	106	97	102	92	106	104	84	104
PHOSPHO1 inh	3	-4	-28	23	25	16	47	-7
OXTR agonist	3.4	-0.1	1.3	2.0	-0.3	0.3	-0.2	-0.5
GPR7 antagonist	-9	4	6	-3	8	-6	0	-4
NALP1 inh	27	-14	16	25	28	34	0	-5
MEKK2wt PB1 HTS	101	91	99	82	119	103	100	141*
FID counter	6	-38	-1	-4	12	-2	-2	25
PfM18AAP inh	19	-6	0	-48	19	-8	4	-4

[33] O=C(CCN1C(=O)c2ccccc2C1=O)N1CCC(c2ccccc2)C1 (stereo not given)
[34] O=S(=O)(c1ccc(Oc2ccccc2)cc1)N1CCOCC1
[35] COc1ccc(C(=O)OCCN=C2NS(=O)(=O)c3ccccc32)cc1OC
[36] Fc1c(CSC(=S)N2CCOCC2)cccc1CSC(=S)N1CCOCC1
[37] Cc1cc([N+](=O)[O-])nn1Cc1ccc(C(=O)N/N=C/c2ccc(N(C)C)cc2)cc1
[38] O=C(CSc1ccc(-c2ccccn2)nn1)c1ccccc1
[39] Cc1cc(C)c(S(=O)(=O)N2CCN(C)CC2)c(C)c1
[40] Cc1[nH]c2ccccc2c1SCC(=O)N1CCCCCC1
Compound	33	34	35	36	37	38	39	40
MEKK2mut PB1 HTS	-4	8	5	-1	-8	-20	3	0
MEKK3 PB1 HTS	98	100	103	103	94	84	101	108
PHOSPHO1 inh	15	-4	8	25	20	1	-9	21
OXTR agonist	-1.5	1.2	2.1	-0.4	0.7	-0.2	-0.5	0.6
GPR7 antagonist	-1	-2	-5	-14	-5	10	5	11
NALP1 inh	2	21	3	8	-19	11	8	-10
MEKK2wt PB1 HTS	98	102	108	102	96	77	105	97
FID counter	-22	-8	-5	0	-10	-3	10	-13
PfM18AAP inh	-1	4	-4	-5	-4	2	3	-13

Arranged by molar mass (lowest first): seven of the compounds above.
[11] O=C(CCN1CCOCC1)NC12CC3CC(CC(C3)C1)C2
[38] O=C(CSc1ccc(-c2ccccn2)nn1)c1ccccc1
[31] C/C(=N/N1CCN(Cc2cccc3ccccc23)CC1)c1cccnc1
[23] CC(C)CC(C(=O)NCc1ccccn1)N1C(=O)c2ccccc2C1=O (stereo not given)
[25] O=C(C1=C(O)C(=O)N(c2ncccn2)C1c1cccs1)c1ccco1 (stereo not given)
[14] CCn1cc(C(=O)N2CCCC2)c(=O)c2cc(S(=O)(=O)N(C)C)ccc21
[28] O=C(CC(Nc1ccccc1Cl)C(=O)OCC(=O)c1cccs1)c1ccccc1 (stereo not given)
Compound	11	38	31	23	25	14	28
MEKK2mut PB1 HTS	3	-20	-6	5	5	-1	-9
MEKK3 PB1 HTS	99	84	84	101	106	97	92
PHOSPHO1 inh	27	1	47	-17	3	-7	23
OXTR agonist	1.1	-0.2	-0.2	0.0	3.4	0.5	2.0
GPR7 antagonist	7	10	0	-8	-9	-12	-3
NALP1 inh	14	11	0	27	27	-4	25
MEKK2wt PB1 HTS	101	77	100	103	101	95	82
FID counter	-2	-3	-2	-18	6	-4	-4
PfM18AAP inh	2	2	4	0	19	0	-48

(further entries)
[41] COCCCN1C(=O)CC(C(=O)OC)=C1C
[42] C/[N+]([O-])=C\c1ccc([N+](=O)[O-])o1
[43] CC1CC(=O)N(Cc2ccccc2)c2ccccc2N1C=O (stereo not given)
[44] O=C(N/N=C/c1cccnc1)c1ccc(CN2c3cccc4cccc(c34)S2(=O)=O)cc1
[45] O=C(c1ccc(-c2nnc(Nc3cccc(Cl)c3)c3ccccc23)cc1)N1C[C@H]2C[C@H](C1)c1cccc(=O)n1C2
[46] Cc1ccc(S(=O)(=O)NN2C(=O)c3ccccc3NC2c2ccccc2)cc1 (stereo not given)
[47] CCOc1ccccc1-n1c(SCC(=O)N(CC)CC)nnc1-c1ccccn1
[48] Cc1nc(-c2coc3cc(OCC(=O)O)ccc3c2=O)cs1
Compound	41	42	43	44	45	46	47	48
MEKK2mut PB1 HTS	1	-4	0	1	-16	x	7	5
MEKK3 PB1 HTS	100	101	102	113	84	x	105	105
PHOSPHO1 inh	-1	12	11	42	17	-1	4	39
OXTR agonist	0.7	1.3	1.2	-1.0	-0.5	-2.8	1.1	1.5
GPR7 antagonist	-11	3	-8	-4	2	-4	-8	-8
NALP1 inh	12	-6	5	-16	0	10	-9	4
MEKK2wt PB1 HTS	101	96	98	115	84	x	107	107
FID counter	-2	2	-11	-29	-29	-2	-24	-10
PfM18AAP inh	0	17	9	-1	3	-1	1	8

[49] COCCNC(=O)Cc1ccc(Br)cc1
[50] CCn1c(SCC(=O)NCc2ccco2)nc2cccnc21
[51] Fc1ccc(Cn2cc(C(=S)N3CCOCC3)c3ccccc32)cc1
[52] O=C(c1ccc(Br)cc1)N1CCCC(c2nc(-c3cccs3)no2)C1 (stereo not given)
[53] CC(=O)N1CCCc2cc(S(=O)(=O)NCCC3=CCCCC3)ccc21
[54] c1coc(Cn2c(-c3ccco3)nc3ccccc32)c1
[55] O=C(O)c1cc2ccccc2cc1Nc1ccccc1
Compound	49	50	51	52	53	54	55
MEKK2mut PB1 HTS	3	3	3	-8	3	-3	-13
MEKK3 PB1 HTS	102	101	112	96	102	101	92
PHOSPHO1 inh	-10	0	8	41	28	24	33
OXTR agonist	-0.3	-0.2	-2.0	1.1	8.6	-1.6	1.1
GPR7 antagonist	1	-7	0	7	-7	-4	-16
NALP1 inh	16	33	x	-10	35	14	-2
MEKK2wt PB1 HTS	104	104	108	91	104	103	97
FID counter	0	-1	-23	-24	-29	-5	-19
PfM18AAP inh	1	4	-12	-1	0	-39	12

Compound activity deposited in PubChem by several laboratories.
